Screens deposited in PubChem by School of Medicine, Indiana University.
FECH block: human FECH heme synthesis enzyme inhibition; purified FECH, Ni-mesoporphyrin absorbance 550 nm; calls only at 10 µM (by protocol); 3.3% of 20,000 active; AID 1671448;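 active means enzyme reaction rate more than 3 SD below the solvent-only control wells on the same plate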;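 further: lower slope than DMSO wells means FECH inhibition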
Target sequence (P22830 whole entry, looked up): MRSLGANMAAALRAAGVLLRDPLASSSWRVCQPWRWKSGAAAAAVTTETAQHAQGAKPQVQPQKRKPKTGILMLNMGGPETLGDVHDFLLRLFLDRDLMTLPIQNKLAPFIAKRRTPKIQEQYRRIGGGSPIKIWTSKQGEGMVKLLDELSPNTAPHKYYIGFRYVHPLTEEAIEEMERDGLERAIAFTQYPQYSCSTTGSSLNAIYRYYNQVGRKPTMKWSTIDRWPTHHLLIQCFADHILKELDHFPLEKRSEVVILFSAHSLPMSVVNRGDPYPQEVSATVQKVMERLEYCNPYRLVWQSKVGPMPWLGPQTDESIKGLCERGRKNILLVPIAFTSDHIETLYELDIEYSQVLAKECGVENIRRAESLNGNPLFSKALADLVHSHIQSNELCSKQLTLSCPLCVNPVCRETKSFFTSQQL
Calls only; i = inactive; + = active, no number. Some of the compounds tested; count on the stated rates, not on these rows.

> O=C(NCc1ccc(Cl)cc1)C1CCN(c2ncnc3c2nc2n3CCCCC2)CC1
  FECH block: i
> Cc1ccc(N2CC(NC(=O)CCc3ccccc3)CC2=O)cc1C (stereo unspecified)
  FECH block: i
> CCn1c(C2CCN(C(=O)C3(Cn4cccn4)CC3)CC2)nn(C)c1=O
  FECH block: i
> O=C(CCc1cccnc1)N1C[C@H]2OC(=O)N(CCN3CCCCC3)[C@H]2C1
  FECH block: i
> CC(C)CNC(=O)c1nc[nH]c1C(=O)N1CCCCC1
  FECH block: i
> COCCN1CC(C(=O)N2CCN(c3cccc(C)n3)CC2)CC1=O (stereo unspecified)
  FECH block: i
> COc1ccc(-c2nc(C)c(CCNS(=O)(=O)N(C)C)s2)cc1
  FECH block: i
> CN(C)CCNc1cc(-c2ccsc2)c2cc[nH]c2n1
  FECH block: i
> CC1c2cccn2CCN1C/C=C/c1ccco1 (stereo unspecified)
  FECH block: i
> O=S(=O)(NCc1nc2cccnc2n1Cc1ccc(Cl)cc1)c1ccc(F)c(Cl)c1
  FECH block: i
> CC(C)c1nc(CCn2cncn2)n(-c2ccc3c(c2)OCCO3)n1
  FECH block: i
> Cc1ccc2[nH]c(CCNC3CCN(Cc4ccco4)CC3)nc2c1C
  FECH block: i
> Cc1cc(N(C)C)nc(N2CCN(S(=O)(=O)c3ccccc3Cl)CC2)n1
  FECH block: i
> O=C(COc1ccccc1)NCC1=CCCN(C2C=CCCC2)C1 (stereo unspecified)
  FECH block: i
> Cc1ccc(S(=O)(=O)N(Cc2c(F)cccc2Cl)c2nc3nc(C)c(Cl)c(C)n3n2)cc1
  FECH block: i

7 entries from above, with the structure last.
FECH block,SMILES
i,CC1c2cccn2CCN1C/C=C/c1ccco1 (stereo unspecified)
i,O=S(=O)(NCc1nc2cccnc2n1Cc1ccc(Cl)cc1)c1ccc(F)c(Cl)c1
i,Cc1ccc(S(=O)(=O)N(Cc2c(F)cccc2Cl)c2nc3nc(C)c(Cl)c(C)n3n2)cc1
i,CC(C)CNC(=O)c1nc[nH]c1C(=O)N1CCCCC1
i,Cc1ccc(N2CC(NC(=O)CCc3ccccc3)CC2=O)cc1C (stereo unspecified)
i,Cc1ccc2[nH]c(CCNC3CCN(Cc4ccco4)CC3)nc2c1C
i,CC(C)c1nc(CCn2cncn2)n(-c2ccc3c(c2)OCCO3)n1

(next part)
> Cc1ccc(-c2cc(C(=O)N3Cc4cnn(CCO)c4C3)n[nH]2)s1
  FECH block: i
> Cc1ccc(-c2nnc(-c3nc(NCc4cccc(C)c4)c4ccccc4n3)o2)cc1
  FECH block: i
> CCOc1ccc(CN(C(=O)c2ccc(CO)cc2)C2CC2)cc1
  FECH block: i
> Cc1cc(N2CCCC2)nc(Nc2ccc(NC(=O)c3cccc(Br)c3)cc2)n1
  FECH block: i
> CCCN(C(=O)C1CCCN(c2ncnc3c2nc2n3CCCCC2)C1)c1ccc(F)cc1 (stereo unspecified)
  FECH block: i
> CCCc1ccc(CN2CCC(O)(c3ccc4nc(C)ccc4c3)CC2)o1
  FECH block: i
> O=C(NC[C@@H]1CCNC[C@H]1O)C12C[C@H]3C[C@@H](C1)CC(c1ccccc1)(C3)C2
  FECH block: i
> Cc1cc(N(C)C)nc(Nc2ccc(NC(=O)c3ccccc3F)cc2)n1
  FECH block: i
> COc1ccc(C(=O)N2CCN(S(=O)(=O)c3cc4c5c(c3)CCN5C(=O)CC4)CC2)cc1OC
  FECH block: i
> CCCc1nc(CNC(=O)Cc2ccc3c(c2)OCO3)cs1
  FECH block: i
> Cc1noc(C)c1C1CCCN1Cc1cccc(C(=O)Nc2cn(C)nn2)c1 (stereo unspecified)
  FECH block: i
> CSc1nc(NC2CCCC2)c(C#N)c(-c2ccccc2)n1
  FECH block: i
> COc1ccc(Cl)cc1C(=O)Nc1ccc(Nc2nc(C)cc(N3CCCC3)n2)cc1
  FECH block: i
> COc1cccc(-c2nc3c(c(SCc4ccccc4Cl)n2)Cc2c(CO)cnc(C)c2O3)c1
  FECH block: i
> Cc1cc(C)n2nc(CN(C(=O)c3ccccc3Cl)c3ccc(F)cc3)nc2n1
  FECH block: i

Three records picked at random from the list so far:
> Cc1ccc2[nH]c(CCNC3CCN(Cc4ccco4)CC3)nc2c1C
  FECH block: i
> CC(C)CNC(=O)c1nc[nH]c1C(=O)N1CCCCC1
  FECH block: i
> CCCN(C(=O)C1CCCN(c2ncnc3c2nc2n3CCCCC2)C1)c1ccc(F)cc1 (stereo unspecified)
  FECH block: i

Next part:
> Cc1cnc(CNC(=O)c2cccc(CC3CCNCC3)c2)cn1
  FECH block: i
> COCc1cc(CN(C)Cc2nc(-c3ccc(C)s3)oc2C)n[nH]1
  FECH block: i
> NC(=O)Cn1c(=O)n(CC2CCC(C(=O)N3CCCCCC3)CC2)c(=O)c2sccc21 (stereo unspecified)
  FECH block: i
> COc1cccc(S(=O)(=O)NCc2nc3cccnc3n2C(C)C)c1
  FECH block: i
> Cc1nc2nc(-c3ccccc3)nn2c(Sc2ccccc2N)c1C
  FECH block: i
> Cc1cccc(NC(=O)CSCc2nc(-c3ccccc3)no2)c1
  FECH block: i
> COc1ccc(OC)c(Nc2nc(N3CCC(C)CC3)nc3c2cnn3-c2ccccc2)c1
  FECH block: i
> COc1cccnc1C(=O)N1CCC(N2CCCC(C(=O)NC3CC3)C2)CC1 (stereo unspecified)
  FECH block: i
> C=C(C)COc1ccccc1C(=O)N(C)Cc1nc2ccccc2[nH]1
  FECH block: i
> COc1ccccc1OC1CN(C(=O)CCC2CCCN(C)C2)C1 (stereo unspecified)
  FECH block: i
> CSc1nc(Nc2ccccc2)c(C#N)c(-c2ccccc2)n1
  FECH block: i
> CC(C)c1nc(CNC(=O)c2ccc(-c3cccnc3)nc2)no1
  FECH block: i
> O=C(c1cn[nH]n1)N1CCN(C/C=C/c2ccccc2)CC1
  FECH block: i
> O=C(NCc1ccccc1)N1CCC(n2cc(-c3ccc(F)cc3)nn2)CC1
  FECH block: i
> NC(=O)C1(N2CCCCC2)CCN(C(=O)CCN2CCCCO2)CC1
  FECH block: i

Three entries out of the list, sorted by molecular weight, lowest first.
> O=C(c1cn[nH]n1)N1CCN(C/C=C/c2ccccc2)CC1
  FECH block: i
> Cc1cnc(CNC(=O)c2cccc(CC3CCNCC3)c2)cn1
  FECH block: i
> C=C(C)COc1ccccc1C(=O)N(C)Cc1nc2ccccc2[nH]1
  FECH block: i

(listing goes on)
> CCCN(CCC)c1ncc(NS(=O)(=O)c2cccc(Cl)c2C)cc1C(=O)O
  FECH block: i
> CC(C)c1noc(C2CCN(C(=O)CCc3c[nH]c4ccccc34)CC2)n1
  FECH block: i
> Nc1nc(NCc2cccc(-n3cccn3)c2)cc(N2CCOCC2)n1
  FECH block: i
> Cc1ccnc(-n2c(COCC(=O)O)nc3ccccc32)c1
  FECH block: i
> COCc1nc2cccnc2n1C1CCN(S(=O)(=O)c2ccc(C(C)C)cc2)CC1
  FECH block: i
> NC(=O)NCCN1CCCC(C(=O)c2ccc(Oc3ccccc3)cc2)C1 (stereo unspecified)
  FECH block: i
> CCc1cc(Sc2ccccc2NC(=O)c2cccc(C)c2)n2ncnc2n1
  FECH block: i
> O=C1CCS(=O)(=O)N1c1ccc(S(=O)(=O)NCc2ccccc2Cl)cc1
  FECH block: i
> CN1[C@H](C(=O)O)C[C@H](C(=O)NCCc2cnc[nH]2)[C@@H]1c1cccc(Cl)c1
  FECH block: i
> COCC(NC(=O)c1cc(Cl)c[nH]c1=O)c1ccnn1C (stereo unspecified)
  FECH block: i
> CN(C)[C@@H]1C[C@@H](C(=O)O)N(Cc2cnn3cccnc23)C1
  FECH block: i
> CN(Cc1nc2ccc(F)cc2[nH]1)C(=O)c1cnn(Cc2ccccc2)c1
  FECH block: i
> Cc1ccc(-c2cc(O)c3c(c2)CN(C(=O)c2ccnc(N)c2)CCO3)s1
  FECH block: i
> Cc1ccc(S(=O)(=O)N(Cc2nc3nc(C)cc(C)n3n2)c2ccc(F)cc2)cc1
  FECH block: i
> CCOc1ccc(S(=O)(=O)N2CCN(c3nc(C)cc(N4CCOCC4)n3)CC2)cc1
  FECH block: i

> CN1CCNC(=O)C12CCN(C(=O)c1nc(-c3ccccc3)cs1)CC2
  FECH block: i
> Cc1nc2c(C(=O)Nc3cnc4n3CCCC4)cccc2[nH]1
  FECH block: i
> C=CCc1cc(CN2CCC(N)(C(=O)O)C2)ccc1OC (stereo unspecified)
  FECH block: i
> Cc1ccc(-c2noc(C3CCN(C(=O)C(C)NC(=O)c4ccccc4)CC3)n2)cc1 (stereo unspecified)
  FECH block: i
> CCc1cc(Sc2ccc(NC(=O)Nc3ccc(F)c(Cl)c3)cc2)n2ncnc2n1
  FECH block: i
> COc1ccc(Nc2nc(NCCc3ccccc3)nc3c2cnn3-c2ccccc2)cc1
  FECH block: i
> C/C(=C\c1ccco1)CN1CCC(CNC(=O)c2ccoc2C)C1 (stereo unspecified)
  FECH block: i
> Cc1ccc(NS(=O)(=O)c2ccc3c(c2)CCN3C(=O)CCC(=O)N2CCCCCC2)cc1F
  FECH block: i
> CCN1Cc2ccccc2CC1C(=O)NCc1nc2ccc(OC)cc2[nH]1 (stereo unspecified)
  FECH block: i
> CN(C)C(C(=O)NCC1(O)CCCCC1)c1cccc(F)c1 (stereo unspecified)
  FECH block: +
> C=CCn1c(CN2CC[C@H](O)C[C@@H]2C(=O)O)nc2ccccc21
  FECH block: i
> CCn1c(=O)n(Cc2cccc(F)c2)c(=O)c2cnc(-c3ccc(OC)cc3)nc21
  FECH block: i
> CCCC(CCC)C(=O)NC1CC(=O)N(C2Cc3ccccc3C2)C1 (stereo unspecified)
  FECH block: i
> CCc1ccc(CN(C)S(=O)(=O)NCc2ccccc2)nc1
  FECH block: i
> Cc1cc(S(=O)(=O)[C@H]2CS(=O)(=O)C[C@@H]2NCCc2ccc(S(N)(=O)=O)cc2)ccc1F
  FECH block: i

> O=C(c1ccc(Br)o1)N1CCN(S(=O)(=O)c2cc3c4c(c2)CCN4C(=O)CC3)CC1
  FECH block: i
> CCCNC(=O)C1CCN(c2ccc(-c3ccc(F)cc3)nn2)CC1
  FECH block: i
> CCC1=C(c2ccc(OC)cc2)S(=O)(=O)N(CC(=O)Nc2ccc(F)cc2F)C1=O
  FECH block: i
> CCN(Cc1cc(C)[nH]n1)CC1CCCO1 (stereo unspecified)
  FECH block: i
> COC(=O)[C@@H]1C[C@@H](N(C)C)CN1C(=O)c1ccncc1Cl
  FECH block: i
> c1ccc(CCc2nc(C34CC5CC(C3)CC(n3cncn3)(C5)C4)n[nH]2)cc1
  FECH block: i
> Cc1noc(C)c1C(=O)NCC1CCN(Cc2cccc(O)c2)CC1
  FECH block: i
> COc1ccc(N2CCCS2(=O)=O)cc1NC(=O)c1c(OC)cccc1OC
  FECH block: i
> COc1ccccc1-c1cc(Cn2cc(-c3ccc(C)o3)nn2)on1
  FECH block: i
> CCC(C)NC(=O)c1ccc(Cn2c(=O)c3cc(OC)c(OC)cc3n(CC(N)=O)c2=O)cc1 (stereo unspecified)
  FECH block: i
> Cc1ccc(-n2ncc3c(-n4nc(C)cc4NC(=O)CCC4CCCCC4)ncnc32)c(C)c1
  FECH block: i
> CN(Cc1ncc[nH]1)C(=O)c1cnc(-c2ccccc2)nc1
  FECH block: i
> COc1ccc(NS(=O)(=O)c2cc(N3C(=O)CCS3(=O)=O)ccc2C)cc1Cl
  FECH block: i
